NCI-60 one-dose screen, 48 h, at 10 µM unless noted. Numbers give growth in % (100 = growth as untreated, 0 = no growth, -100 = all killed).
NCI-H226 = NCI-H226 lung cancer | 79,000 compounds, 3.5% hits
OVCAR-4 = OVCAR-4 ovarian cancer cells. 80,000 compounds, 3.7% hits
NCI-H522 = NCI-H522 lung cancer | 78,000 compounds, 8% hits | AID 1794739
NCI-H322M = NCI-H322M lung cancer | 80,000 compounds, 2.7% hits | AID 1794733
IGROV1 = IGROV1 ovarian cancer; 79,000 compounds, 4.7% hits; AID 1794786
NCI-H460 = NCI-H460 lung cancer. 82,000 compounds, 6.8% hits
SK-OV-3 = SK-OV-3 ovarian cancer cells; AID 1794785; 80,000 compounds, 3.2% hits
NCI-H23 = NCI-H23 lung cancer; 80,000 compounds, 4% hits; AID 1794731
NCI/ADR-RES = NCI/ADR-RES ovarian cells | 81,000 compounds, 4.4% hits | AID 1794790
* = called active by the depositor; . = no result given; & = joins results of further samples. The calls were made as follows: active = growth percent below 10; inactive = the rest.

The opening 12 compounds, ahead of the listing:
SMILES | NCI-H226 | OVCAR-4 | NCI-H522 | NCI-H322M | IGROV1 | NCI-H460 | SK-OV-3 | NCI-H23 | NCI/ADR-RES
COC1C(CO)OC(OC2CC(C(C)C)C3(C)CCC4(C)C5C(=CCC4(C)C23)[C@@]23CC[C@H]4OC2O[C@@H]5CC3C4(C)C)C(O)C1O (stereo partly specified) | 104 | 99 | 72 | 92 | 103 | 103 | 110 | 99 | 90
OC(CBr)c1ccnc2ccccc12 (stereo unspecified) | 92 | 110 | 72 | 102 | 102 | 105 | 105 | 97 | 101
CCCCc1n(Cc2ccc3ccccc3n2)cc[n+]1Cc1ccc2ccccc2c1 | 14 | 29 | -8.2* | 31 | -15* | 7.7* | -14* | -1.0* | 101
Nc1ccc(C(=O)/C=C/c2ccccc2)cc1 | 105 | 105 | 81 | 91 | 90 | 100 | 110 | 97 | 101
Cc1cccc(Nc2cc(C)nc(N)n2)c1 | 104 | 97 | 90 | 101 | 103 | 110 | 95 | 92 | 100
O=S(=O)(Cl)c1cc(Cl)ccc1Cl | 104 | 103 | 104 | 111 | 113 | 109 | 102 | 98 | 105
COc1cc2cc(c1Cl)N(C)C(=O)C[C@H](OC(=O)[C@H](C)N(C)C(C)=O)[C@]1(C)O[C@H]1[C@H](C)[C@@H]1C[C@@](O)(NC(=O)O1)[C@H](OC)C=C/C=C(\C)C2 | 3.4* | . | -61* | 31 | . | 2.9* | 36 | 31 | 3.3*
COc1ccc(-c2nc(SCCNS(C)(=O)=O)[nH]c(=O)c2C#N)cc1 | 110 | 113 | 104 | 104 | 109 | 109 | 92 | 97 | 97
COC(=O)CC1CSC(=S)N1c1cccc(F)c1 (stereo unspecified) | 92 | 101 | 94 | 93 | 101 | 102 | 103 | 91 | 94
COc1c(N2CCNC(C)C2)c(F)cc2c(=O)c(C(=O)Oc3ccc(-c4cssc4=S)cc3)cn(C3CC3)c12 (stereo unspecified) | 99 | 115 | . | 93 | 105 | 109 | 122 | 100 | 102
S=c1nc[nH][nH]1 | 104 | 111 | 99 | 103 | 111 | 110 | 106 | 108 | 104
O=C(/C=C/c1cccc(O)c1)c1ccc(O)cc1 | 103 | 96 | 66 | 88 | 80 | 93 | 112 | 72 | 71

All compounds of this part, from the first entry:
SMILES | NCI-H226 | OVCAR-4 | NCI-H522 | NCI-H322M | IGROV1 | NCI-H460 | SK-OV-3 | NCI-H23 | NCI/ADR-RES
COC1C(CO)OC(OC2CC(C(C)C)C3(C)CCC4(C)C5C(=CCC4(C)C23)[C@@]23CC[C@H]4OC2O[C@@H]5CC3C4(C)C)C(O)C1O (stereo partly specified) | 104 | 99 | 72 | 92 | 103 | 103 | 110 | 99 | 90
OC(CBr)c1ccnc2ccccc12 (stereo unspecified) | 92 | 110 | 72 | 102 | 102 | 105 | 105 | 97 | 101
CCCCc1n(Cc2ccc3ccccc3n2)cc[n+]1Cc1ccc2ccccc2c1 | 14 | 29 | -8.2* | 31 | -15* | 7.7* | -14* | -1.0* | 101
Nc1ccc(C(=O)/C=C/c2ccccc2)cc1 | 105 | 105 | 81 | 91 | 90 | 100 | 110 | 97 | 101
Cc1cccc(Nc2cc(C)nc(N)n2)c1 | 104 | 97 | 90 | 101 | 103 | 110 | 95 | 92 | 100
O=S(=O)(Cl)c1cc(Cl)ccc1Cl | 104 | 103 | 104 | 111 | 113 | 109 | 102 | 98 | 105
COc1cc2cc(c1Cl)N(C)C(=O)C[C@H](OC(=O)[C@H](C)N(C)C(C)=O)[C@]1(C)O[C@H]1[C@H](C)[C@@H]1C[C@@](O)(NC(=O)O1)[C@H](OC)C=C/C=C(\C)C2 | 3.4* | . | -61* | 31 | . | 2.9* | 36 | 31 | 3.3*
COc1ccc(-c2nc(SCCNS(C)(=O)=O)[nH]c(=O)c2C#N)cc1 | 110 | 113 | 104 | 104 | 109 | 109 | 92 | 97 | 97
COC(=O)CC1CSC(=S)N1c1cccc(F)c1 (stereo unspecified) | 92 | 101 | 94 | 93 | 101 | 102 | 103 | 91 | 94
COc1c(N2CCNC(C)C2)c(F)cc2c(=O)c(C(=O)Oc3ccc(-c4cssc4=S)cc3)cn(C3CC3)c12 (stereo unspecified) | 99 | 115 | . | 93 | 105 | 109 | 122 | 100 | 102
S=c1nc[nH][nH]1 | 104 | 111 | 99 | 103 | 111 | 110 | 106 | 108 | 104
O=C(/C=C/c1cccc(O)c1)c1ccc(O)cc1 | 103 | 96 | 66 | 88 | 80 | 93 | 112 | 72 | 71
CC(=O)/C(=C/n1ccc(=O)[nH]c1=S)C(=O)Nc1ccc([N+](=O)[O-])cc1 | 100 | 94 | 95 | 93 | 92 | 89 | 107 | 91 | 96
COc1ccc(-c2nnc(N3CCN(C(=O)CN4CCN(c5ccccc5)CC4)CC3)nc2-c2ccc(OC)cc2)cc1 | 47 | 24 | 14 | 77 | 34 | 14 | 74 | 48 | 42
Cc1ccc(CC(N)=O)cc1 | 104 | 103 | 96 | 109 | 108 | 104 | 105 | 95 | 103
Cc1noc(-c2[nH]c(C)c3c2CCCCC3=O)n1 | 76 | 73 | 67 | 79 | 68 | 87 | 63 | 81 | 67
CC(C)(S)[C@H](N)C(=O)O | 101 | 118 | 99 | 115 | 113 | 119 | 113 | 112 | 113
Nc1c(O)c(Cl)cc(Cl)c1Cl | 85 | 85 | 78 | 103 | 61 | 100 | 85 | 79 | .
Nc1ccc(C(=O)Nc2cccc(-c3nc4ccccc4c(=O)[nH]3)c2)cc1 | 97 | 105 | 85 | 104 | 103 | 103 | 83 | 90 | 91
Cc1ccc(S(=O)(=O)N/N=C2/CC(C)(C)CC(=O)C2(C)C)cc1 | 108 | . | 96 | 113 | 109 | 109 | 100 | 96 | 101
C/C(=N\Nc1ncc(-c2ccc3occc3c2)s1)c1cc2ccccc2o1 | 99 | 98 | 82 | 92 | 99 | 103 | 107 | 93 | 104
CCN1C(=O)N(CC)C2NNC(Sc3c(C(=O)O)c4ccccc4n(CCC(C)C)c3=O)=NC21 (stereo unspecified) | 30 | 46 | -22* | 53 | 17 | -7.8* | 36 | 11 | -35*
O=C(c1nc2ccccc2[nH]1)C1C(c2ccc(Cl)cc2Cl)C2CSCN2[C@@]12C(=O)Nc1ccccc12 (stereo partly specified) | 62 | 58 | 72 | 79 | 55 | 56 | . | 85 | 68
CCCSCCC(C)(N)C(=O)O (stereo unspecified) | 106 | 102 | 109 | 83 | 98 | 102 | 100 | 111 | 104
O=C1OC(c2ccc(-c3ccccc3)cc2)=C/C1=C/c1cccs1 | 64 | 65 | 63 | 100 | 93 | 105 | 128 | 89 | 86
COc1cc(C(=O)O)c(O)c(C(C)(C)C)c1 | 102 | 109 | 106 | 107 | 107 | 105 | 103 | 102 | 106
COc1cc(S(C)=O)ccc1-c1nc2ncccc2[nH]1 (stereo unspecified) | 102 | 113 | 105 | 103 | 108 | 106 | 101 | 101 | 95
C[C@]12CC[C@@H]3c4cc(OC(F)F)c(OS(N)(=O)=O)cc4CC[C@H]3[C@@H]1CC[C@@H]2O | 55 | 63 | 20 | 42 | 34 | 12 | 41 | 25 | -1.4*
COc1ccc(-c2nc(-c3ccccc3)c(-c3ccccc3)n2-c2ccc(C(=O)O)cc2)cc1 | 84 | 95 | 78 | 89 | 90 | 99 | 97 | 94 | 106
CCN1CCN(c2ccc(NC(=O)Nc3ccc4c(ccn4-c4ccnc(C(=O)NC)c4)c3)cc2C(F)(F)F)CC1 | 93 | 87 | 105 | 86 | 79 | 76 | 81 | 82 | 86
CSc1ncnc2nn(C3OC(COC(=O)c4ccccc4)C(OC(=O)c4ccccc4)C3OC(=O)c3ccccc3)nc12 (stereo unspecified) | 92 | 93 | 80 | 109 | 106 | 105 | 109 | 101 | 93
CCCCN(CCC#N)C(N)=O | 103 | 122 | 105 | 107 | 100 | 108 | 109 | 115 | 109
O=C(Nc1ccccc1)Nc1ccc(C(=O)/C=C/c2ccc(N3CCOCC3)cc2)cc1 | 97 | . | 91 | 94 | 78 | 90 | 104 | 98 | 103
CCOC(=O)CNC(=O)c1ccccc1 | 89&95 | 103&107 | 93&96 | 106&101 | 93 | 114&102 | 98&103 | 99&103 | 106&104
O=S(=O)(Oc1ccc(-c2cn3ccsc3n2)cc1)c1cc(C(F)(F)F)cc(C(F)(F)F)c1 | 98 | 102 | 92 | 105 | 107 | 109 | 115 | 99 | 99
Cc1nc(Nc2ccc(Br)cc2)sc1C(=O)O | 51 | 51 | 44 | 73 | 54 | 78 | 66 | 56 | 69
CCc1ccccc1Nc1nc(-c2c(C)nc3sccn23)cs1 | 58 | 63 | 74 | 90 | 87 | 70 | 107 | 57 | 74
COc1cccc(N2CCN(c3ncnc4c3[nH]c3ccc(F)cc34)C[C@@H]2C)c1 | -61* | -57* | -92* | -40* | -30* | -17* | -3.3* | . | 7.8*
Cc1ccc(S(=O)(=O)N/N=C2/C(=O)C3CCC2C3)cc1 (stereo unspecified) | 92 | 97 | . | 110 | 113 | 101 | 97 | 107 | 111
Cc1ccc(C(=O)/C=C/c2ccccc2)s1 | 94 | 133 | 93 | . | 79 | 108 | 130 | 109 | 113
Cc1cccc(C(=O)c2ccc(Cl)cc2)c1O | 89 | 110 | 120 | 125 | 123 | 103 | 113 | 102 | 109
Cc1cc(C)cc(N)c1 | 116 | 99 | 93 | 120 | 100 | 101 | 89 | 91 | 125
CC1(C)N=C(N)N=C(N)N1c1cccc(CCc2ccccc2)c1 | 48 | 72 | 21 | 46 | 30 | 16 | 59 | 22 | 111
N#Cc1c(-c2ccc(F)cc2)nc(NN2C(=O)c3ccccc3C2=O)nc1N1CCOCC1 | 90 | 112 | 93 | 111 | 101 | 105 | 102 | 101 | 102
CCOC(=O)C1=C(C)NC(=O)NC1c1ccc(OCC(=O)N/N=C(/C)c2ccccc2)cc1 (stereo unspecified) | 100 | 104 | 93 | 105 | 99 | 102 | 92 | 109 | 103
CCC(/C=N/N=C(N)N)OC (stereo unspecified) | 99 | 102 | 101 | 98 | 101 | 107 | 97 | 103 | 95
COc1ccc(/C=C(\c2cc(OC)c(OC)c(OC)c2)c2nnc(-c3cccs3)o2)cc1 | 92 | 27 | 44 | 83 | 72 | 73 | 63 | 76 | 66
N#C/C(C(=O)c1ccccc1)=C1/C(=O)Nc2ccc(Br)cc21 | 97 | . | 99 | 101 | 91 | 105 | 86 | 94 | 99
COC(=O)[C@]1(C(C)C)N[C@H](c2cn(-c3ccccc3)nc2C)[C@@H]2C(=O)N(c3ccc(C)cc3)C(=O)[C@@H]21 | 119 | 107 | 93 | 105 | 110 | 106 | 95 | 99 | 96
CNC(=O)c1ccccc1C | 104 | 110 | 118 | 118 | 114 | 113 | 119 | 110 | 107
Cc1cc(N(CCO)CCO)n2c(nc3ccccc32)c1C#N | 95 | 104 | 98 | 98 | 103 | 112 | 97 | 96 | 107
NS(=O)(=O)c1ccc(NC(=S)NC(=O)c2ccc(Cl)cc2)cc1 | 88 | 90 | 85 | 99 | 112 | 101 | 92 | 99 | 89
COc1cc(C2NC(=O)C(C#N)=C(Nc3cccc(C)c3)S2)ccc1O (stereo unspecified) | 104 | 102 | 47 | 106 | . | 100 | 103 | 103 | 110
COc1cccc(C(N)=O)c1OC | 96 | 112 | 97 | 106 | 115 | 106 | 107 | 101 | 110
CC(C)N1C(=O)C=CC1=O | 107 | 101 | 96 | 117 | 99 | 110 | 105 | 101 | 105
N#Cc1c(Nc2ccc(F)cc2F)n[nH]c1-c1cccs1 | 74 | 88 | 85 | 98 | 67 | 105 | 103 | 89 | 97
COc1ccc(-c2cc(C(=O)Nc3nc4ccc(Cl)cc4s3)nc3cc(-c4ccccc4)nn23)cc1 | 99 | 102 | . | 93 | 101 | 111 | 104 | 97 | 108
Cc1nccnc1N1CCCCC1 | 96&92 | 104&88 | 87&90 | 95&101 | 77&129 | 106&111 | 108&97 | 105&99 | 101&102
COc1ccccc1Nc1nc2c(s1)C1=CC[C@H]3[C@@H]4CC[C@H]([C@H](C)CCCC(C)C)[C@@]4(C)CC[C@@H]3[C@@]1(C)CC2 | 103 | 100 | 106 | 101 | 99 | 108 | 101 | 93 | 96
Cn1cnc([N+](=O)[O-])c1Cl | 116 | 116 | 53 | 122 | 135 | 94 | 105 | 103 | 98

Next part:
SMILES | NCI-H226 | OVCAR-4 | NCI-H522 | NCI-H322M | IGROV1 | NCI-H460 | SK-OV-3 | NCI-H23 | NCI/ADR-RES
COc1ccc(C(c2c[nH]c3ccccc23)N2CCCC2)cc1 (stereo unspecified) | 96 | 98 | 85 | 95 | 91 | 105 | 106 | 99 | 102
NS(=O)(=O)c1ccccc1NCCC(=O)c1ccc2ccccc2c1 | 95 | 89 | 73 | 99 | 95 | 101 | . | 95 | 96
Cc1cc2nc(CN)[nH]c2cc1C | 105 | 112 | . | 107 | 111 | 103 | 104 | 103 | 112
NC(N)=NN=C(c1ccccn1)c1ccccn1 | 102 | 102 | 98 | 102 | 106 | 103 | 114 | 106 | 106
O=C(O)C1CC(C(=O)O)SS1 (stereo unspecified) | 103 | . | 102 | 105 | 105 | 112 | 114 | 105 | 105
C1CCc2nc3c(nc2C1)CCCC3 | 102 | 95 | 115 | 141 | 109 | 109 | 106 | 115 | 103
C/C(CCC(=O)O)=N\Nc1nc2ccccc2s1 | 84 | 95 | 94 | 94 | 96 | 110 | 100 | 110 | 118
CN1CCN(CC(=O)Nc2nnc(-c3ccc(Cl)cc3)s2)CC1 | 99 | 104 | 98 | 98 | 97 | 104 | 98 | 98 | 102
COc1ccc2c(c1)C(C)Cc1c(N(C)C)ncnc1N2C (stereo unspecified) | 82 | 62 | -0.1* | 54 | 54 | 16 | 30 | 53 | 36
COc1cc(N)c2nccc(C)c2c1OC | 101 | 94 | 133 | 106 | 385 | 112 | 108 | 115 | 131
CCOC(=O)c1nnc(SC)nc1SC | 106 | 114 | 108 | 98 | 130 | 119 | 111 | 99 | 107
O=[N+]([O-])c1cc(F)c2cccnc2c1O | 102 | 102 | 61 | 100 | 3.7* | 92 | 97 | 88 | 93

Screening results (PubChem)
